Bioassay records from PubChem.
DNMT1 inh = inhibitors of human DNMT1; DNMT1 molecular beacon, Hinp1I cleavage, fluorescence; AID 588458; inhibition (reported as % activation of signal), % at 10 µM; 0.83% of 360,000 active; P26358; in the data active = inhibition above about 50%
Target sequence (P26358 504-1616 limits assumed): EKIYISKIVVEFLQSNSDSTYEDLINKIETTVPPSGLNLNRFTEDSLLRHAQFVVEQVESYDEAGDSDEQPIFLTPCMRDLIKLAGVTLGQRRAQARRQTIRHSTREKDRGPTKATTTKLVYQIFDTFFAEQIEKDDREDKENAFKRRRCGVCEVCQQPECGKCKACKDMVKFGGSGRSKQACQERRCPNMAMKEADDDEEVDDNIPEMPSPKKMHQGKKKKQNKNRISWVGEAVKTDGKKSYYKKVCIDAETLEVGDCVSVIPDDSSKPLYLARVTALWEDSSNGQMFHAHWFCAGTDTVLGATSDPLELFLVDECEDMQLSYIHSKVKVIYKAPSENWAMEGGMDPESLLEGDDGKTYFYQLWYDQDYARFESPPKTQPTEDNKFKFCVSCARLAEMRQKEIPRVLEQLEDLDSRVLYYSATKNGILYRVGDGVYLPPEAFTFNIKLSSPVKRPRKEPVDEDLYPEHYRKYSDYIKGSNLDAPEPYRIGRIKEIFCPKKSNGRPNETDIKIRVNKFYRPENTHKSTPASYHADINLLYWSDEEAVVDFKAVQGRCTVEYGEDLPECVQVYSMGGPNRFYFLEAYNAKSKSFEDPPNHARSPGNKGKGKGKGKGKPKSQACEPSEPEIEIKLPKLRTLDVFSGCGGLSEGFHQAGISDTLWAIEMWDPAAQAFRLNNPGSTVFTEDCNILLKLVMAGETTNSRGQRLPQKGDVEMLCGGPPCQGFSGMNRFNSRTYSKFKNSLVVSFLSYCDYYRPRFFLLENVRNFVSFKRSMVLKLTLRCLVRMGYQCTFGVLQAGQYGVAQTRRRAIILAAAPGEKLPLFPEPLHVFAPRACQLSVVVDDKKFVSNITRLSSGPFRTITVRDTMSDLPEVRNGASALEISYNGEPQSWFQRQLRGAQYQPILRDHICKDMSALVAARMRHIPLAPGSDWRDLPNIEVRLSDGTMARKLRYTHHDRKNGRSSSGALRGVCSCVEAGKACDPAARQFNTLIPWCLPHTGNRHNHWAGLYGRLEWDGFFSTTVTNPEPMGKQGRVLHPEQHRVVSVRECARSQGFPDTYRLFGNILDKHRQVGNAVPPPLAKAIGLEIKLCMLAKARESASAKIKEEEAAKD
SUMO1 PPI mod = alters human SUMO1 binding to SIM partners | inhibition, % at 20 µM | SUMO1 binding to a labelled peptide, TR-FRET, 1 h | P63165 | 0.33% of 360,000 active | AID 602429; in the data active = inhibition above about 37%
MsrA inhibitor = bovine MsrA inhibition; purified bovine MsrA, absorbance read-out; inhibition, % at 15.5 µM; 0.75% of 360,000 active; in the data active = inhibition above about 4.5%;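 note: 0% = vehicle wells with enzyme and 100% = reference inhibitor wells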
LMPTP inh = LMPTP (human) inhibition. recombinant LMPTP-A, OMFP fluorogenic substrate, fluorescence intensity. inhibition, % at 20 µM. 0.22% of 360,000 active. AID 651560;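 active = compounds that cut the enzyme signal by at least half of the control window in the single-dose screen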;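 note: plate controls were DMSO wells with enzyme plus substrate for no effect and substrate without enzyme for full effect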
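Test system – LMPTP-A phosphatase enzyme · Quantity – 0.625 nM LMPTP-A final · Reagent – OMFP substrate, 400 µM final · Dosing – one test concentration per compound, 20 µM, with 3% DMSO overall · Timing – 50 min enzyme reaction at room temperature, protected from light · Detection – fluorescence intensity · Controls – substrate-only low control, DMSO enzyme-plus-substrate high control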
MsrA act = activates bovine MsrA enzyme | purified bovine MsrA, absorbance read-out | activation, % at 10.6 µM | 0.3% of 360,000 active | AID 602163; in the data active = activation above about 7.5%;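 note: 0% = vehicle and 100% = reference activator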
NRP1-CendR mod = modulators of CendR peptide binding to human neuropilin-1 | inhibition, % at 25 µM | FAM-RPARPAR peptide binding to NRP-1, fluorescence polarization | 0.85% of 360,000 active;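 active = inhibition or corrected inhibition above about 18%, plus a signal ratio from 0.5 to 1.5, limit read from the data, passing the limit was not always enough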; note: strong numbers were not always called active
eLon inh = E. coli protease La inhibition; purified E. coli Lon protease, fluorescence polarization; AID 602123; P0A9M0; 0.42% of 360,000 active; inhibition, % at 7.94 µM; in the data active = inhibition above about 13%, passing the limit was not always enough;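 note: 0% = enzyme with probe and DMSO and 100% = no enzyme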
STEP inh = inhibitors of human striatal-enriched phosphatase STEP; P54829; inhibition, % at 20 µM; recombinant STEP, OMFP fluorogenic substrate, fluorescence; 0.25% of 360,000 active;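 active = inhibition at 20 µM, scaled per plate between control wells, above about 37%, limit read from the data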;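 note: 0% = DMSO with enzyme and substrate and 100% = substrate only without enzyme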
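System: STEP (striatal-enriched tyrosine phosphatase) enzyme, cell-free; medium: Bis-Tris pH 6.0 buffer with DTT, detergent; dosing: 20 µM, 1% DMSO; times: reaction 20 min, ambient temperature; detection: fluorescence, 480/540 nm; read-out basis: normalized % inhibition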
Scp1 inh = Scp-1 (human) phosphatase inhibition; inhibition, % at 20 µM; 0.88% of 340,000 active; Recombinant Scp1, phosphopeptide, malachite green phosphate absorbance; Q9GZU7;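 active = inhibition above about 50% at 20 µM, limit read from the data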;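 note: plate controls were DMSO wells with enzyme for no effect and wells lacking enzyme for full effect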
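Material – SCP-1 phosphatase catalytic domain, residues 76-261 · Buffer or medium – Acidic Tris acetate buffer with magnesium and detergent · Also added – Phospho 17-mer peptide substrate · Compound – single 20 µM dose, 1% DMSO · Times – 45 min room-temperature reaction, 5 min colour, 30 min stabiliser · Technique – Phosphate-binding colour reagent, absorbance read at 630 nm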
Tb MetRS inh = Trypanosoma brucei MetRS inhibition. purified T. brucei MetRS, ATP depletion, Kinase-Glo luminescence. AID 624268. 0.4% of 360,000 active. inhibition, % at 11.9 µM;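 active = inhibition above a per-plate cutoff of the control wells' mean inhibition plus 3 SD, cut at about 5.5% in these data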;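 note: 0% = DMSO wells median and 100% = median of wells with control inhibitor compound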
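Material – parasite MetRS enzyme · Medium – HEPES-MgCl2-KCl buffer plus DTT, spermine, BSA, pyrophosphatase · Reagent – ATP, methionine and E. coli bulk tRNA substrates · Times – 15 min enzyme-compound preincubation, 2 h reaction, 10 min detection, 25 °C · Measured by – luminescence of leftover ATP · Evaluation – percent inhibition relative to median high and low control wells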
Active calls of the source: *; / = not tested or not shown. The order is random. About 4.3% of those tested had a hit in this group.

Sequence of screens – STEP inh, MsrA act, eLon inh, NRP1-CendR mod, Tb MetRS inh, Scp1 inh, MsrA inhibitor, SUMO1 PPI mod, DNMT1 inh, LMPTP inh
Cc1ccc(C)c(NC(=O)CN(C)C(=O)c2cc(C3CC3)nn2-c2ccccc2)c1
    -2, -3, 12, 10, -0.1, -5, -0.9, 1, 0, 0.6
CCc1nnc(NS(=O)(=O)c2ccc(NC(=O)c3cc(Cl)ccc3OC)cc2)s1
    -2, 0, 2, -6, 0.6, -13, -0.8, 9, 0, 1.1
CC(C)(C)n1nnnc1C(c1ccccn1)N1CCN(C(c2ccccc2)c2ccccc2)CC1 (stereo unspecified)
    -3, -14, 3, -16, -1.6, 3, -1.0, 4, 4, -1.4
COc1ccc(/C=N/NC(=O)c2cc(C)oc2C)cc1OC
    0, -4, 9, -7, -0.3, -10, 2.3, -8, 2, -0.8
O=C(NCCC1CCCCN1S(=O)(=O)c1ccccc1)C(=O)NCc1ccccc1F (stereo unspecified)
    0, -1, -8, 10, -0.5, -4, 1.4, 0, 1, -0.5
Cn1c(=O)n(C)c2cc(/C=N/NC(=S)NCc3ccccc3)ccc21
    4, -7, -1, -9, -0.3, -3, 4.2, 8, -6, 0.4
Cc1nc(N)sc1C(=O)Nc1ccccc1
    -1, -11, -14, 5, -2.1, -3, -0.5, 1, 2, 0.4
COc1cc(C(=O)Nn2cnnc2)ccc1OC(F)F
    3, -1, -4, 0, -0.3, 2, -0.5, -5, 0, -0.5
O=C(Nc1ccccc1)/C(=C\c1ccc2c(c1)OCO2)NC(=O)c1ccco1
    0, -11, -5, -5, -0.7, -3, 4.0, -13, 3, -0.4
Cc1ccc2[nH]c(=S)cc(C)c2c1
    0, 0, -2, 3, -0.1, -7, 1.0, -1, -3, -1.5
CC(=O)NC(Cc1ccc(F)cc1)C(=O)NC1CCN(C(=O)Nc2ccc(F)cc2)CC1 (stereo unspecified)
    -3, -3, 6, 4, 0.3, -3, -0.6, 2, 0, -1.0
CCC(=O)c1ccc(OCC(=O)OCC(=O)NCCC2=CCCCC2)cc1
    0, 1, -7, 9, -0.2, -9, -0.5, 2, -1, -1.9
Cc1ccc(S(=O)(=O)CCC(=O)OCC(=O)NCCc2ccc(F)cc2)cc1
    0, -2, -2, 4, -0.5, -49, 0.1, 0, -2, 0.5
CC1CCC(NC(=O)C(C)N2C(=O)C3CCCCC3C2=O)CC1 (stereo unspecified)
    -4, -3, -2, 7, 0.1, -9, 0.3, 3, 1, 0.0
Cc1ccc(S(=O)(=O)N2[C@H](CC(=O)c3ccccc3)OC[C@@H]2C)cc1
    /, /, /, -3, -0.3, /, -0.6, 0, /, -0.4
O=C(NC1c2ccccc2-c2ccccc21)c1ccccc1
    -1, -2, 1, -4, 0.0, -1, -1.0, 1, 30, -0.6
COc1ccc(NC(=O)C2=CN3CCS(=O)(=O)N=C3C=C2)c(OC)c1
    -3, 3, 10, -11, -0.2, 6, 1.2, 1, -9, -0.2
Cc1ccc(C)c(S(=O)(=O)Nc2ccc(C(=O)N3CCOCC3)cc2)c1
    -1, -2, -6, 4, -0.3, /, -0.3, 0, 7, -1.3
CCOc1ccc(NC(=O)c2ccc(NC(=O)c3ccc(NC(N)=O)cc3)cc2)cc1
    9, 1, 1, 10, 0.0, 59*, -0.5, 30, 56*, 35
COC(=O)c1c(NC(=O)Cc2cccs2)sc2c1CCC(C)C2 (stereo unspecified)
    6, -7, -4, -1, -0.6, -16, 1.0, 3, -3, 4.6
CCn1c(SC(C)C(=O)OC)nnc1-c1c[nH]c2ccccc12 (stereo unspecified)
    0, -1, -5, -12, 1.0, -9, -0.2, -4, 5, 0.3
COc1ccccc1NC(=O)CNC(=O)c1ccc([N+](=O)[O-])cc1
    -1, -5, 0, 5, -1.1, 12, 0.5, -36, -1, 0.4
COc1ccc(OC)c(S(=O)(=O)NCCc2ccccc2)c1
    2, -2, -4, 12, 0.7, 0, 0.1, 3, 2, -0.4
CC1CN(CCOc2cccc(Oc3ccccc3)c2)CC(C)O1 (stereo unspecified)
    -2, 0, -8, 10, 0.4, -8, -0.2, 4, 6, -0.7
Cc1ccc(-c2[nH]c(-c3ccc(Cl)cc3)nc2SCC(=O)NCC2CCCO2)cc1 (stereo unspecified)
    -1, 0, -12, -16, 0.1, -11, -1.2, 5, -4, 0.2
C[n+]1ccccc1/C=C/c1ccc(C#N)cc1
    -2, -2, -9, 0, -0.1, 99*, 6.5*, -8, -2, -4.3
Cc1ccc(C(c2c(O)nc3n(c2=O)CCS3)c2c(O)nc3n(c2=O)CCS3)cc1
    -2, -12, -2, -9, -0.6, -1, -0.5, 9, 3, -1.2
Cc1cc(C(=O)Nc2ccc(Cl)cc2)n(-c2ccccc2)n1
    -2, -1, 3, -2, -0.5, -8, 0.2, -2, -6, 0.2
COc1cccc(CNC(=O)CCC2CCCN(C(=O)Cc3ccccc3F)C2)c1 (stereo unspecified)
    3, -2, 0, 3, -0.2, -1, -0.4, 5, -1, -1.0
CCn1cc(C(=O)NC(C)C)c(=O)c2cc(F)c(N3CCN(C(=O)c4ccco4)CC3)cc21
    0, -3, 1, -7, -0.5, 7, 0.1, 10, -2, 1.2
COc1ccccc1CN1CC(C(=O)NCc2ccc(N3CCCC3=O)cc2)CCC1=O (stereo unspecified)
    0, 0, -4, -1, -0.7, -9, -0.9, -1, -1, -1.3
O=C(CN1C(=O)C2CC=CCC2C1=O)Nc1nnc(C2CC2)s1 (stereo unspecified)
    -1, -1, 5, 8, -0.2, 0, 0.2, 0, 7, -1.0
CCCn1c(CNc2ccc(Br)cc2)nc2ccccc21
    2, -11, 3, 7, 3.8, 20, 0.3, 3, -2, 0.1
Cc1ccc(NS(=O)(=O)c2ccc(C)c(NC(=O)COc3ccc4ccccc4c3)c2)c(C)c1
    4, 1, -9, -13, 0.2, -2, 1.6, -1, -5, 4.4
CN(C)c1cccc(C(=O)NCCCSc2ccccc2)c1
    3, -11, -8, -1, -0.4, 0, -0.2, -3, -1, -0.3
Cc1sc2ncnc(NCC(O)c3ccc([N+](=O)[O-])cc3)c2c1C (stereo unspecified)
    -2, -2, -2, 4, -0.3, -5, 0.6, -28, -4, 0.3
CC(=O)C1=C(C)NC(=O)NC1/C=C/c1ccccc1 (stereo unspecified)
    -2, -8, 1, 3, -0.6, -1, 0.0, -2, 0, 1.4
Cc1c(NC(=O)c2ccc(CN3CCc4ccccc4C3)cc2)c(=O)n(-c2ccccc2)n1C
    -1, 1, 4, 4, 0.0, -8, -0.5, -2, -6, -2.0
Cc1ccc2[nH]cc(/C=C/c3cc[n+](C)cc3)c2c1
    -51, 2, -317, 143, -0.9, 14, 0.4, -118, 4, 0.4
Cc1ccccc1N1CCN(C2CCCN(C(=O)CCN3CCCO3)C2)CC1 (stereo unspecified)
    0, -1, 4, 3, -0.2, -2, 0.1, -5, -1, 0.4
CCn1c(SCC(=O)Nc2ccccc2C(=O)OC)nnc1-c1ccoc1C
    -18, -4, -6, 8, -0.1, 5, -0.3, 4, 0, -1.4
CC(C)CC(C(=O)Nc1oc(-c2ccco2)c(-c2ccco2)c1C#N)N1C(=O)c2ccccc2C1=O (stereo unspecified)
    1, -4, -10, -41, 0.5, -12, 2.3, 33, 8, 4.1
O=C(O)c1ccc(N2C(=O)CC(SC(=NCc3ccc4c(c3)OCO4)Nc3ccc(F)cc3)C2=O)cc1 (stereo unspecified)
    -2, -2, 7, -5, 0.3, -7, -0.1, 5, -1, 3.7
N/C(=N\OC(=O)c1cccs1)c1cccnc1
    0, -2, 0, -12, -1.0, -9, 0.3, 3, 3, 0.0
COc1ccc(OCC(=O)N(Cc2cccs2)C2CCS(=O)(=O)C2)cc1 (stereo unspecified)
    -1, -2, -3, 1, 0.2, -9, 0.1, -4, 3, -0.7
CCNC(=O)Nc1ccc(-n2nc(C)c(C(=O)OCC)c2C)nc1
    3, -2, 9, 6, 0.6, -11, -1.7, -5, 3, 0.7
CCOC(=O)C1Nc2ccc(C(F)(F)F)cc2C2C=CCC12 (stereo unspecified)
    0, -6, 2, -4, -0.3, -3, -0.2, 0, -35, -1.9
O=C(Nc1ccc(Cl)cc1)N1CCCC1
    10, 0, 7, -2, 0.0, -4, /, 0, -2, 0.8
COc1cccc(N2CCN(C(=O)CCCCCn3c(=S)[nH]c4cc5c(cc4c3=O)OCO5)CC2)c1
    -2, -4, -8, 16, 0.5, -7, 1.4, 6, 47, 1.8
O=C1NC2CCCCC2C(=O)N1OS(=O)(=O)c1ccccc1 (stereo unspecified)
    -4, -1, 0, -3, 0.2, 3, 0.1, -2, 0, -3.5
CC(C)[C@H](NC(=O)OCc1ccccc1)C(=O)OCC(=O)c1ccccc1
    -1, -1, 8, -7, 0.0, -10, -0.1, 0, -2, 0.8
Cc1ccc(C(=O)O/N=C(\N)c2ccc(Br)cc2)cc1C
    -3, -3, 2, -1, -0.1, -2, 0.0, -1, 7, -1.0
COc1ccc(Oc2nnc(C)c3ccccc23)cc1
    0, -1, -6, 0, -0.3, -4, 0.7, 3, 2, 0.1
CCN(CC)C(=O)c1ccc(C(=O)c2ccccc2)cc1
    -3, -2, 4, -1, -0.7, -1, -1.1, -1, 4, -1.1
COc1ccc2cc(-c3ccccc3)c(=O)oc2c1
    0, -4, -12, 6, -0.4, -6, 1.8, -29, 0, 0.9
CS(=O)(=O)N(CC(=O)N1CCc2ccccc2C1)c1cccc(F)c1
    -2, 0, -3, 12, 0.1, -10, -0.2, 2, 3, -1.1
CCOc1ccccc1C(=O)NCC(=O)OCc1csc(CC(=O)Nc2ccc(C)cc2)n1
    1, -2, -13, -20, -0.4, -8, -1.0, 2, -15, 1.7
NC(=O)c1ccccc1NC(=O)CN1CCN(Cc2ccc(Cl)cc2Cl)CC1
    -1, -3, 6, 4, 0.1, -2, 0.7, 1, -2, -0.4
CCOC(=O)c1c(C)nc(C)c(C(=O)OCC)c1-c1ccc(Br)cc1
    -5, -6, 9, -3, -0.7, -5, 1.0, 0, 13, 0.9

Structural class: those above with a thiophene ring, fused or not.
Sequence of screens – STEP inh, MsrA act, eLon inh, NRP1-CendR mod, Tb MetRS inh, Scp1 inh, MsrA inhibitor, SUMO1 PPI mod, DNMT1 inh, LMPTP inh
COC(=O)c1c(NC(=O)Cc2cccs2)sc2c1CCC(C)C2 (stereo unspecified)
    6, -7, -4, -1, -0.6, -16, 1.0, 3, -3, 4.6
Cc1sc2ncnc(NCC(O)c3ccc([N+](=O)[O-])cc3)c2c1C (stereo unspecified)
    -2, -2, -2, 4, -0.3, -5, 0.6, -28, -4, 0.3
N/C(=N\OC(=O)c1cccs1)c1cccnc1
    0, -2, 0, -12, -1.0, -9, 0.3, 3, 3, 0.0
COc1ccc(OCC(=O)N(Cc2cccs2)C2CCS(=O)(=O)C2)cc1 (stereo unspecified)
    -1, -2, -3, 1, 0.2, -9, 0.1, -4, 3, -0.7
